Screening data: PubChem, National Center for Advancing Translational Sciences (NCATS)
Cycloheximide cs = affects cycloheximide protein synthesis inhibition readout, counter-screen; cell reporter, cycloheximide protein synthesis inhibition counterscreen; max response, %; 300,000 compounds, 12% hits; in the data active means max response mostly above about 13%, no sharp cut-off; inactive means mostly below about 14%; further: read at 38.3 µM for the half of the compounds with a filed dose; 0% is about no effect
Pf growth 96h = P. falciparum growth inhibition at 96 hour, primary screen for plastid delayed-death inhibitors. P. falciparum luciferase reporter growth, 96 h. Potency, µM (top dose mostly 28.7 µM), inactives show top-dose activity change, negative = inhibition, hits mostly inhibitors. 320,000 compounds, 6.9% hits; further: potency means the concentration at half of the fitted maximal effect; on the % scale 0 is the no-effect control and ±100 the full control effect
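Two-generation exposure (96 h) targets delayed-death phenotype. Reporter parasites carrying integrated firefly luciferase, in red cells at 2% hematocrit and 0.05% parasitemia final, kept at 37 C, 5% CO2; luminescence loss indicates inhibition.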
HCV inhibitor = blocks hepatitis C virus. Huh7.5.1 HCVcc-Cre infection, luciferase reporter, 44 h. Potency, µM (titrated, usually from 41.8 µM), without a hit: at the highest dose activity change, negative = inhibition, actives largely listed as inhibitors. 340,000 compounds, 3.4% hits; further: potency means the concentration at half of the fitted maximal effect; on the % scale 0 is the no-effect control and ±100 the full control effect
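Compounds are dispensed onto cells plated 4 h earlier at 1,000 per well, with HCVcc-Cre virus (about 0.5 moi) added next. Following 44 h of culture, luminescent signal is measured for 15 sec after 15 min with substrate at room temperature.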
Shiga inhibitor = inhibitors of Shiga toxin in Vero cells. Vero cells, Shiga toxin protein synthesis inhibition reporter. inhibition, % at 38.7 µM. 290,000 compounds, 9.2% hits. AID 2315; in the data active means inhibition mostly above about 28%, no sharp cut-off; inactive means mostly below about 43%; further: 0% is about no effect
FBPA Giardia inh = blocks Giardia fructose-bisphosphate aldolase activity. Potency, µM (top dose mostly 59.6 µM), for the others: top-dose activity, negative = inhibition, actives largely listed as inhibitors. AID 2451. 290,000 compounds, 0.71% hits. purified Giardia FBPA; further: potency means the concentration at half of the fitted maximal effect; on the % scale 0 is the no-effect control and ±100 the full control effect; nearly all actives have a fitted effect of over 55% in size
Target sequence (A8B2U2 whole entry, looked up): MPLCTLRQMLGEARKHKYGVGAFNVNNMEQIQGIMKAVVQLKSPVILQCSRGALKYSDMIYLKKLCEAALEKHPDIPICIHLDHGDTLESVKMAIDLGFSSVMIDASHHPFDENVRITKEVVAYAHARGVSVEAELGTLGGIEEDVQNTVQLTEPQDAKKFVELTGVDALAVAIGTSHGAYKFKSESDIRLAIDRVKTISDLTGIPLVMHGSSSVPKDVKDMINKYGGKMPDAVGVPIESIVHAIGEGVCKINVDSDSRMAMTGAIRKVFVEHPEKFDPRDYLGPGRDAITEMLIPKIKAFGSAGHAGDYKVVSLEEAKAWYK
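Giardia FBPA (40 nM reagent) was preincubated 10 min at RT with compound (up to 57.5 uM final), then substrate plus GAPDH/TPI/NAD/arsenate coupling system with diaphorase/resazurin was added; resorufin fluorescence (525/598 nm) was read after 20 min.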
Pf growth 48h = inhibits P. falciparum growth in the first generation, 48 h | P. falciparum luciferase growth in erythrocytes, 48 h | Potency, µM (top dose mostly 28.7 µM), for the others: at the highest dose activity change, negative = inhibition, hits mostly inhibitors | 310,000 compounds, 5.9% hits | AID 504832; further: potency means the concentration at half of the fitted maximal effect; on the % scale 0 is the no-effect control and ±100 the full control effect
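Growth was read as firefly luciferase luminescence after a 48 h, 37 C, 5% CO2 exposure of compounds to reporter-bearing P. falciparum cultures (0.1% parasitemia, 2% hematocrit final) in Albumax-supplemented RPMI 1640.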
* marks the source's active call; other numbers are inactive results; [ ] = another dose, or the depositor's remark. Unless noted, the call rests on the fitted dose curve; in most records, active means well fitted curve in the direction sought with a large enough effect; inconclusive means small, poorly fitted or top-dose-only effect, or another doubt; inactive means no such curve, though single readings can be large; an effect the other way counts as inactive or inconclusive.

How did CCOc1ccc(NC(=O)CN(c2ccc(OCC)cc2)S(=O)(=O)c2c(C)[nH]c(=O)[nH]c2=O)cc1 do in these assays?
Cycloheximide cs: 1; Pf growth 96h: 7%; HCV inhibitor: 13%; Shiga inhibitor: -8; FBPA Giardia inh: 0%; Pf growth 48h: -22%

What do the screens show for `O=C(COc1ccccc1F)Nc1ccc2[nH]c(=O)[nH]c2c1`?
Pf growth 96h: 24%; HCV inhibitor: 14%; Pf growth 48h: 1%

What do the screens show for `Cc1cccc(NS(=O)(=O)c2cccc(C(=O)Nc3cccc(C(=O)O)c3)c2)c1`?
Cycloheximide cs: -2; Pf growth 96h: 0%; HCV inhibitor: -5%; Shiga inhibitor: -21; FBPA Giardia inh: -6%; Pf growth 48h: 160%[activator]

How did COCc1cc(NCc2ccc(Cl)cc2)nc(C)n1 do in these assays?
Cycloheximide cs: 7; Pf growth 96h: -4%; HCV inhibitor: -14%; Shiga inhibitor: -1; FBPA Giardia inh: 8%; Pf growth 48h: -18%

What do the screens show for `CCN(CC)C(=O)Cn1nc(-c2ccncc2)nc1SCC(=O)Nc1ccc(OC)cc1`?
Cycloheximide cs: -4; Pf growth 96h: inconclusive; HCV inhibitor: 12%; Shiga inhibitor: -5; FBPA Giardia inh: 7%; Pf growth 48h: -18%

What do the screens show for `COc1ccc(-n2nc(C(=O)NCC(=O)NCCC3=CCCCC3)c3ccccc3c2=O)cc1OC`?
Cycloheximide cs: -2; Pf growth 96h: 9.3µM*; HCV inhibitor: inconclusive; Shiga inhibitor: -10; FBPA Giardia inh: -1%; Pf growth 48h: inconclusive

Results for COc1ccc(NC(=O)COC(=O)c2ccncc2)c(OC)c1 ?
Cycloheximide cs: 0; Pf growth 96h: -7%; HCV inhibitor: 1%; Shiga inhibitor: -9; FBPA Giardia inh: 0%; Pf growth 48h: 28%

How did Cc1nc(=O)c(-c2ccccc2)c(C)n1-c1ccccc1O do in these assays?
Cycloheximide cs: -1; Pf growth 96h: 9%; HCV inhibitor: 1%; Shiga inhibitor: -3; FBPA Giardia inh: 10%; Pf growth 48h: 13%

How did CCN(CC)c1ccc(C(=O)OCC(=O)N(C)Cc2ccccc2)cc1 do in these assays?
Cycloheximide cs: 2; Pf growth 96h: 28%; HCV inhibitor: 0%; Shiga inhibitor: -17; FBPA Giardia inh: 0%; Pf growth 48h: inconclusive

Results for Cc1ccc(C(=O)N2c3ccccc3CC2C)o1 (stereo not drawn) ?
Cycloheximide cs: 39*; Pf growth 96h: 3.7µM*; HCV inhibitor: 9%; Shiga inhibitor: 92*; FBPA Giardia inh: 2%; Pf growth 48h: 85%[activator]

Results for CSc1ccc(S(=O)(=O)Nc2ccc(F)cc2)cc1 ?
Cycloheximide cs: -3; Pf growth 96h: 0%; HCV inhibitor: -7%; Shiga inhibitor: -4; FBPA Giardia inh: -2%; Pf growth 48h: 13%

Results for CCOC(=O)CCC(=O)NCc1ccc2c(c1)cc(C)n2C ?
Cycloheximide cs: 1; Pf growth 96h: 35%[activator]; HCV inhibitor: -3%; Shiga inhibitor: -26; FBPA Giardia inh: -22%; Pf growth 48h: inconclusive

Results for Cc1[nH]c2ccc(C(=O)N3CCCC3)cc2c1C ?
Cycloheximide cs: 30*; Pf growth 96h: 1%; HCV inhibitor: 8%; Shiga inhibitor: 23; FBPA Giardia inh: -3%; Pf growth 48h: 14%

How did CCOc1ccc(CNC(=O)c2ccc3c(c2)N(CC)CCS3)cc1 do in these assays?
Cycloheximide cs: -4; Pf growth 96h: inconclusive; HCV inhibitor: -25%; Shiga inhibitor: 8; FBPA Giardia inh: -5%; Pf growth 48h: 28%

How did CC(=O)SC(C[N+](=O)[O-])c1cn(C(C)=O)c2ccccc12 (stereo not drawn) do in these assays?
Cycloheximide cs: 18; Pf growth 96h: inconclusive; HCV inhibitor: 11µM*; Shiga inhibitor: 26; FBPA Giardia inh: inconclusive; Pf growth 48h: inconclusive

How did O=C(CNC(=O)c1cccs1)N/N=C/c1ccc(Cl)cc1 do in these assays?
Cycloheximide cs: 2; Pf growth 96h: 25%; HCV inhibitor: -20%; Shiga inhibitor: 32; FBPA Giardia inh: 9%; Pf growth 48h: 43%[activator]

How did Cc1ccc(S(=O)(=O)CCC(=O)N2CCN(c3ccc(Cl)cc3)CC2)cc1 do in these assays?
Cycloheximide cs: -2; Pf growth 96h: inconclusive; HCV inhibitor: inconclusive; Shiga inhibitor: 14; FBPA Giardia inh: 1%; Pf growth 48h: -9%

Results for CC(=O)Nc1ccc(C(=O)OC2CCOC2=O)cc1 (stereo not drawn) ?
Cycloheximide cs: -1; Pf growth 96h: -10%; HCV inhibitor: 5%; Shiga inhibitor: 21; FBPA Giardia inh: 4%; Pf growth 48h: -1%

Results for CC(c1nccs1)N(C)c1nc2nonc2nc1N(C)C (stereo not drawn) ?
Cycloheximide cs: -1; Pf growth 96h: 13µM*; HCV inhibitor: 8%; Shiga inhibitor: -29; FBPA Giardia inh: 3%; Pf growth 48h: 8%

How did C=CCNC(=S)NCc1cccnc1 do in these assays?
Cycloheximide cs: -3; Pf growth 96h: 51%[activator]; HCV inhibitor: 20%; Shiga inhibitor: 9; FBPA Giardia inh: -21%; Pf growth 48h: 13%

Results for Cc1ccc(SCC(=O)OC(C)C(=O)NCc2ccccc2)cc1 (stereo not drawn) ?
Pf growth 96h: inconclusive; HCV inhibitor: 26%; Pf growth 48h: 41%[activator]

What do the screens show for `CC(C)(C)c1cc(Br)ccc1OCC(=O)Nc1ncn[nH]1`?
Cycloheximide cs: -5; Pf growth 96h: -19%; HCV inhibitor: 4%; Shiga inhibitor: -20; FBPA Giardia inh: -9%

What do the screens show for `Cc1cc(S(=O)(=O)N2CCOCC2)ccc1F`?
Cycloheximide cs: -2; HCV inhibitor: 4%; Shiga inhibitor: 13; FBPA Giardia inh: 5%; Pf growth 48h: 13%

Results for COc1ccc(/C=C(/NC(=O)c2ccco2)C(=O)NCc2ccco2)cc1OC ?
Cycloheximide cs: -4; Pf growth 96h: inconclusive; HCV inhibitor: 7%; Shiga inhibitor: -4; FBPA Giardia inh: 6%; Pf growth 48h: -2%

What do the screens show for `COc1ccc(C(C)=O)cc1COC(=O)CCNS(=O)(=O)c1ccc(C(C)=O)cc1`?
Cycloheximide cs: -2; Pf growth 96h: -29%; HCV inhibitor: inconclusive; Shiga inhibitor: -1; Pf growth 48h: -1%

How did O=C(CSc1nc(=O)n2ccccc2n1)NCc1ccc2c(c1)OCO2 do in these assays?
Pf growth 96h: 13%; HCV inhibitor: inconclusive; Pf growth 48h: inconclusive

Results for CC(C)=C(NC(=O)c1ccccc1)C(=O)N/N=C(\C)c1ccccc1O ?
Cycloheximide cs: 1; Pf growth 96h: 19%; HCV inhibitor: 13%; Shiga inhibitor: -3; FBPA Giardia inh: -8%; Pf growth 48h: 12%

What do the screens show for `COc1cccc(/C=N/NC(=S)NCc2ccco2)c1OC`?
Cycloheximide cs: 9; Pf growth 96h: inconclusive; HCV inhibitor: -18%; Shiga inhibitor: 10; FBPA Giardia inh: -9%; Pf growth 48h: 0%

Results for Cc1ccsc1CNS(=O)(=O)c1ccc(F)cc1 ?
Cycloheximide cs: 7; Pf growth 96h: 25%; HCV inhibitor: inconclusive; Shiga inhibitor: -4; Pf growth 48h: 18%

Results for O=C(/C=C/c1ccccc1)NCc1ccco1 ?
Cycloheximide cs: 30*; Pf growth 96h: -12%; HCV inhibitor: 9%; Shiga inhibitor: 69*; FBPA Giardia inh: 1%; Pf growth 48h: 51%[activator]

Arranged by length of the SMILES (low to high): some entries from above.
What do the screens show for `Cc1cc(S(=O)(=O)N2CCOCC2)ccc1F`?
Cycloheximide cs: -2; HCV inhibitor: 4%; Shiga inhibitor: 13; FBPA Giardia inh: 5%; Pf growth 48h: 13%

What do the screens show for `CC(C)(C)c1cc(Br)ccc1OCC(=O)Nc1ncn[nH]1`?
Cycloheximide cs: -5; Pf growth 96h: -19%; HCV inhibitor: 4%; Shiga inhibitor: -20; FBPA Giardia inh: -9%

How did O=C(CSc1nc(=O)n2ccccc2n1)NCc1ccc2c(c1)OCO2 do in these assays?
Pf growth 96h: 13%; HCV inhibitor: inconclusive; Pf growth 48h: inconclusive

Results for CC(C)=C(NC(=O)c1ccccc1)C(=O)N/N=C(\C)c1ccccc1O ?
Cycloheximide cs: 1; Pf growth 96h: 19%; HCV inhibitor: 13%; Shiga inhibitor: -3; FBPA Giardia inh: -8%; Pf growth 48h: 12%

What do the screens show for `COc1ccc(C(C)=O)cc1COC(=O)CCNS(=O)(=O)c1ccc(C(C)=O)cc1`?
Cycloheximide cs: -2; Pf growth 96h: -29%; HCV inhibitor: inconclusive; Shiga inhibitor: -1; Pf growth 48h: -1%

Next section.
How did Cc1ccc(-n2c(=O)c(C#N)cc3c(=O)n4ccccc4nc32)cc1C do in these assays?
Cycloheximide cs: -4; HCV inhibitor: 8%; Shiga inhibitor: -13; FBPA Giardia inh: 3%

Results for O=C(NN1C(=O)c2cc(Br)ccc2NC1c1cc(Br)cc(Br)c1O)c1ccncc1 (stereo not drawn) ?
Cycloheximide cs: -7; Pf growth 96h: inconclusive; HCV inhibitor: 9%; Shiga inhibitor: -10; FBPA Giardia inh: 8%; Pf growth 48h: 11%

Results for Cc1ccc(-c2cc(C(=O)N3CCCC(C(F)(F)F)C3)c3ccccc3n2)o1 (stereo not drawn) ?
Pf growth 96h: inconclusive; HCV inhibitor: -10%; Pf growth 48h: inconclusive

What do the screens show for `CCOc1ccc(CCNC(=O)c2ccc(=O)[nH]c2)cc1OCC`?
Cycloheximide cs: -2; Pf growth 96h: 3%; HCV inhibitor: 4%; Shiga inhibitor: -2; Pf growth 48h: -3%

What do the screens show for `COC(=O)C1C(c2ccccc2)C(C(=O)O)C1c1ccccc1` (stereo not drawn)?
Cycloheximide cs: -3; Pf growth 96h: 36%[activator]; HCV inhibitor: -3%; Shiga inhibitor: -11; FBPA Giardia inh: 4%; Pf growth 48h: -2%

How did O=C(O)c1ccc(N/N=C/c2ccnc3ccccc23)cc1 do in these assays?
Cycloheximide cs: 41*; Pf growth 96h: 175%[activator]; HCV inhibitor: 10%; Shiga inhibitor: 91*; FBPA Giardia inh: 2%; Pf growth 48h: 137%[activator]

What do the screens show for `CN(C)S(=O)(=O)c1ccc(N2CCCC2)c(C(=O)Nc2ccccc2N2CCOCC2)c1`?
Cycloheximide cs: -8; HCV inhibitor: 23%; Shiga inhibitor: -32; FBPA Giardia inh: 15%; Pf growth 48h: inconclusive

What do the screens show for `O=C(CCn1nc(-c2ccc(Cl)cc2)ccc1=O)N1CCN(c2ccccc2)CC1`?
Cycloheximide cs: 1; Pf growth 96h: -8%; HCV inhibitor: inconclusive; Shiga inhibitor: -3; FBPA Giardia inh: 2%; Pf growth 48h: inconclusive

Results for N#CCCn1cc(/C=N/NC(N)=S)c(-c2ccc(Br)cc2)n1 ?
Cycloheximide cs: 3; Pf growth 96h: -2%; HCV inhibitor: inconclusive; Shiga inhibitor: 29; FBPA Giardia inh: -4%; Pf growth 48h: 26%

How did CCc1ccc(OCc2nnc(SCCN3CCOCC3)n2CC)cc1 do in these assays?
Cycloheximide cs: -3; HCV inhibitor: 5%; Shiga inhibitor: -5; FBPA Giardia inh: -20%; Pf growth 48h: -29%

Results for CN(Cc1ccco1)S(=O)(=O)c1nnc(NC(=O)c2ccccc2)s1 ?
Cycloheximide cs: 26; Pf growth 96h: inconclusive; HCV inhibitor: 8%; Shiga inhibitor: 39; Pf growth 48h: 12%
